FLuc inh: Firefly luciferase inhibition profiling of diverse chemical library using quantitative high-throughput screening; Potency, µM (series often up to 115 µM), inactives show at the top dose activity change, negative = inhibition, actives largely listed as inhibitors; purified P. pyralis luciferase, luminescence, biochemical; 76,000 compounds, 2.5% hits; Luciferin 4-monooxygenase (Photinus pyralis), P08659; note: potency is the fitted concentration of half-maximal effect; nearly all actives have a fitted effect of over 65% in size
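Cell-free enzyme assay, 10nM P. pyralis luciferase, luciferin and ATP each at 10uM. Inhibition profiled over a 6-point titration, read as luminescence.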
GPT2 inh: Primary qHTS assay for inhibitors of Glutamate pyruvate transaminase 2 (GPT2); Potency, µM (highest dose often 57.7 µM), inactives show at the highest dose activity change, negative = inhibition, most hits filed as inhibitors; AID 1671188, 2021; Recombinant GPT2, coupled pyruvate oxidase/HRP Amplex Red fluorescence; Alanine aminotransferase 2 (Homo sapiens), Q8TD30; 100,000 compounds, 0.25% hits; note: potency is the fitted concentration of half-maximal effect; nearly all actives have a fitted effect of over 60% in size; many of its hits are not listed in these tables
Target sequence (Q8TD30 whole entry, looked up): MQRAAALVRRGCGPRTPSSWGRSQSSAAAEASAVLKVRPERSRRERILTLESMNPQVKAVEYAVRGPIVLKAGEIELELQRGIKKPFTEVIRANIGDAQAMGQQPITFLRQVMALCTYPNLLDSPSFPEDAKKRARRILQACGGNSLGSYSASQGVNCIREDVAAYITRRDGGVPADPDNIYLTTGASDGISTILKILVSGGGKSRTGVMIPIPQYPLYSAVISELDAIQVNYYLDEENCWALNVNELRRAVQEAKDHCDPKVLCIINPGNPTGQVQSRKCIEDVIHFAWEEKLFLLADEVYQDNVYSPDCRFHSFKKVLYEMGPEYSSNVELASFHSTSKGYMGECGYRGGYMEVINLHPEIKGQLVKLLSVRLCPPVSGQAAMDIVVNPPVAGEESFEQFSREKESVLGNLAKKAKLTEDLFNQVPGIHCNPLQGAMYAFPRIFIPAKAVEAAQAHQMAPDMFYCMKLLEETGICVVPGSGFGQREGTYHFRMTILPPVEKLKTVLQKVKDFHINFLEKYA
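Fluorescence read-out: pyruvate from GPT2 turnover coupled to pyruvate oxidase, HRP and Amplex Red (0.2mM ThPP, 0.2U/mL PO and HRP, 50uM Amplex final). Substrates 250uM a-KG, 2mM L-alanine; enzyme 10ng/uL; 30 min RT.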
HEK293 tox: Cytotoxic Profiling in HEK 293 Cell Line of Diverse Libraries Using Quantitative High-Throughput Screening; Potency, µM (series often up to 115 µM), without a hit: at the top dose activity change, negative = cytotoxicity, most hits filed as inhibitors; 94,000 compounds, 6.6% hits; HEK 293 viability, ATP luminescence (CellTiter-Glo), 48-72 h; AID 1345083, 2018; note: potency is the fitted concentration of half-maximal effect; nearly all actives have a fitted effect of over 60% in size
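Cells seeded first (HEK 293, 250 cells/well), then compound added by pintool. Incubation ran 48 or 72 hr at 37 degree Celsius. CellTiter-Glo was added and luminescence imaged after 10 min at room temperature.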
HEK293 viab: GF-AFC viability counterscreen for inhibitors of alpha-synuclein gene (SNCA) expression; HEK-293-SNCA-luc viability, GF-AFC fluorescence, 24 h; Potency, µM (highest dose often 57.1 µM), for the others: at the top dose activity change, negative = cytotoxicity, hits mostly cytotoxic; 150,000 compounds, 0.12% hits; AID 1671193, 2021;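 note: potency is the fitted concentration of half-maximal effect; 0% = DMSO-treated cells and -100% = medium-only wells without cells; nearly all actives have a fitted effect of over 30% in size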
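Cytotoxicity counterscreen: after 24 h compound treatment of genome-edited SNCA-luciferase HEK-293 cells, live-cell protease substrate GF-AFC read by fluorescence after 30 min; activity scaled between DMSO (0%) and medium-only (-100%), curves Hill-fitted.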
SNCA expr inhib: Primary qHTS assay for inhibitors of alpha-synuclein gene (SNCA) expression; HEK-293 SNCA-luciferase knock-in, luminescence, 24 h; 140,000 compounds, 0.17% hits; Potency, µM (series often up to 57.2 µM), without a hit: at the highest dose activity change, negative = inhibition, usual class: inhibitors; AID 1671194, 2021;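 note: potency is the fitted concentration of half-maximal effect; plate controls were DMSO cells for no effect and cell-free wells for full effect; nearly all actives have a fitted effect of over 45% in size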
IP6K1 inhibitor: Primary qHTS assay for small molecule inhibitors of Inositol hexaphosphate kinase 1 (IP6K1); Inositol hexakisphosphate kinase 1 (Homo sapiens), Q92551; IP6K1 kinase, ADP-Glo luminescence, 2 h; hits give low values; activity change, % (series mostly up to about 58 µM); 140,000 compounds, 0.81% hits; AID 1645851, 2021; in the data active = activity change below about -25%
Target sequence (Q92551 whole entry, looked up): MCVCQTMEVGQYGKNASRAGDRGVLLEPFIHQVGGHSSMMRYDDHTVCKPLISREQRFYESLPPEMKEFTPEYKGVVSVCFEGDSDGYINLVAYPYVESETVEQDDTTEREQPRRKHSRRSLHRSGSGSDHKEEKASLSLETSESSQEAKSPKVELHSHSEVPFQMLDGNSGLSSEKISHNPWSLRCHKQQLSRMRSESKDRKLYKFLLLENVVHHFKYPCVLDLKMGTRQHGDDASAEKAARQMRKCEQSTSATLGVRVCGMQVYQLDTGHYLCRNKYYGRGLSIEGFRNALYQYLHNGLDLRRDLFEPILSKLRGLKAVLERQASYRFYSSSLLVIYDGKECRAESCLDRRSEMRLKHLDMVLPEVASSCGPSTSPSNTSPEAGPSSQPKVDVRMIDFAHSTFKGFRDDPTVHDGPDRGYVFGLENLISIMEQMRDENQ
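ADP-Glo luminescence measures ADP made by human IP6K1 during a 2 h RT reaction with ATP/IP6 (mix at 1.3 mM/130 uM); top library doses 57.5 and 19.1 uM final.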
NIH3T3 tox: Cytotoxic Profiling in NIH 3T3 Cell Line of Diverse Libraries Using Quantitative High-Throughput Screening; NIH 3T3 viability, CellTiter-Glo ATP luminescence, 48-72 h; Potency, µM (series often up to 96.7 µM), for the others: top-dose activity change, negative = cytotoxicity, most hits filed as inhibitors; 94,000 compounds, 4.3% hits; AID 1345082, 2018; note: potency is the fitted concentration of half-maximal effect; nearly all actives have a fitted effect of over 55% in size
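NIH 3T3 cells at 400 cells/well received 23 nL of compound by pintool and were incubated 48 or 72 h at 37 °C. Viability was read as ATP-coupled CellTiter-Glo luminescence.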
Active calls of the source: *; i = inactive; ? = inconclusive; . = not tested or not shown; & = joins results of further samples; [ ] = dose if it differs, or a comment. Unless noted, calls come from the whole dose curve; as a rule, active = well fitted curve in the direction sought with a large enough effect; inconclusive = small, poorly fitted or top-dose-only effect, or another doubt; inactive = no such curve, though single readings can be large; an effect the other way counts as inactive or inconclusive. Unless noted, % is set by controls: 0 for no effect and ±100 for the full control effect. This is a subset. The share of hits here may be higher or lower than overall.

SMILES | FLuc inh | GPT2 inh | HEK293 tox | HEK293 viab | SNCA expr inhib | IP6K1 inhibitor | NIH3T3 tox
Nc1nnc(-c2cccc(Cl)c2Cl)c(N)n1 | . | 4%&1% | . | 9% | -6% | 21 | .
COc1ccc(Nc2ccnc(N3CCC(C(=O)N4CCCC4)CC3)n2)cc1 | . | -19% | ? | -8%[12.5 µM] | 18% | 5 | ?
COc1ccc(C(=O)c2cn(Cc3ccccc3F)c3ccc(F)cc3c2=O)cc1 | . | . | . | ? | 9% | -3 | .
COCCn1ncc(N2CCC(C(=O)N(C)Cc3ccc(N4CCN(C)CC4)cc3)C2)cc1=O (stereo not given) | -6% | -11% | i | 17% | 1% | 10 | i
COc1cccc(CN2CC(O)CN(C(=O)c3cccc(C(F)(F)F)c3)CC2=O)c1OC (stereo not given) | . | . | ? | . | . | -4 | -21%
O=C(Cc1ccccc1)NCC(=O)N1CCCCCCNC(=O)CC1c1ccccc1 (stereo not given) | -4% | 2% | -5% | 5% | 21% | 3 | 2%
CC1(c2ccccc2)N(Cc2cccnc2)C(=O)OC12CCN(Cc1ccccc1)CC2 (stereo not given) | 11%[172 µM] | i | ? | ? | -13%[87.6 µM] | -10 | ?
COc1ccc(CC(=O)N2CC[C@H]3CC(=O)N(Cc4cccnc4)CC[C@H]3C2)cc1 | 7%[172 µM] | 1%[88.5 µM] | -16%[172 µM] | -4%[87.6 µM] | -4%[87.6 µM] | 9 | -17%[174 µM]
O=C(Cc1ccccc1)N1CCC2(CC1)N(c1ccccc1)C(=O)CS2(=O)=O | 4% | i | -3% | 3% | 14% | -1 | i
Cn1nc(C2CCCN(C(=O)C3CCOCC3)C2)n(Cc2ccccc2)c1=O (stereo not given) | -7% | 3% | -7% | 8% | -21% | -4 | -5%
O=C(CSc1cn(CCNC(=O)c2ccccc2F)c2ccccc12)Nc1ccc2c(c1)OCCO2 | . | . | . | -20% | 12% | 1 | .
CN(Cc1cnc2ccccn12)C(=O)c1cc(COc2ccc(F)cc2F)on1 | 24% | i | ? | -20% | -17% | 14 | ?
COc1ccc(Cn2c(CNS(=O)(=O)c3ccc(Cl)s3)nc3cccnc32)cc1 | . | . | . | -9% | -13% | 2 | .
CCN(CC)[C@H]1[C@@H]2OC[C@@H](O2)[C@@H](NCC2CCCCC2)[C@@H]1O | 1%[172 µM] | i | -25%[172 µM] | 5%[87.6 µM] | -23%[87.6 µM] | -5 | -20%[174 µM]
O=S1(=O)NC2(CCN(CCc3ccccc3)C2)COc2ncccc21 (stereo not given) | . | i | i | 8% | 11% | 18 | i
O=C(CN1CC2CC(C1)[C@H]1CCCC(=O)N1C2)NCCCN1CCCC1 (stereo not given in full) | -1% | i | 14% | 2% | -16% | 4 | i
Cc1ccc(-n2ncc(C(=O)NC3CCCCC3)c2C2CCN(C(=O)OC(C)(C)C)CC2)cc1 | . | . | . | 7% | 60%[activator] | 15 | .
COc1ccc(Cl)cc1CN(C)c1cc(C2CC(N)C2)ncn1 (stereo not given) | 14% | -5% | ? | -6% | ? | 6 | ?
CC1(C)C(=O)N(Cc2ccccc2F)[C@H]2CN(Cc3cccc(OC(F)(F)F)c3)C[C@H]2[S+]1(=O)[O-] | -4% | i | ? | -6% | -18% | 2 | ?
CCc1ccc(C(=O)N2CCC(Oc3ccc(C(=O)N(C)C)cn3)CC2)cc1 | -4% | i | ? | 6% | -15% | 4 | -27%
O=C(CCc1c[nH]c2ccccc12)Nc1ccc(-c2nnc3n2CCCC3)cc1 | -2% | i | -7% | 3% | -19% | -1 | -8%
Cc1ccc(CNC(=O)C2CCN(C(=O)c3cnn(-c4ccccc4)c3-n3cccc3)CC2)cc1 | . | . | . | -11% | -26% | -1 | .
COc1ccc(CCN2C(=O)NC(NC(=O)c3ccccc3OC)(C(F)(F)F)C2=O)cc1OC (stereo not given) | . | . | . | -5% | -2% | 12 | .
Cc1cc(Cl)ccc1S(=O)(=O)N1CCCC1c1nncn1-c1ccccc1 (stereo not given) | 10% | -16% | -8% | -1% | 25% | -1 | -9%
COc1ccc(-c2noc([C@@H]3C[C@@H](O)CN3Cc3ccccc3)n2)cc1 | ? | i | ? | -10%[87.6 µM] | 153%[activator][87.6 µM] | 2 | ?

By substructure, those above with a CF3 group
SMILES | FLuc inh | GPT2 inh | HEK293 tox | HEK293 viab | SNCA expr inhib | IP6K1 inhibitor | NIH3T3 tox
COc1cccc(CN2CC(O)CN(C(=O)c3cccc(C(F)(F)F)c3)CC2=O)c1OC (stereo not given) | . | . | ? | . | . | -4 | -21%
CC1(C)C(=O)N(Cc2ccccc2F)[C@H]2CN(Cc3cccc(OC(F)(F)F)c3)C[C@H]2[S+]1(=O)[O-] | -4% | i | ? | -6% | -18% | 2 | ?
COc1ccc(CCN2C(=O)NC(NC(=O)c3ccccc3OC)(C(F)(F)F)C2=O)cc1OC (stereo not given) | . | . | . | -5% | -2% | 12 | .

Carrying on:
SMILES | FLuc inh | GPT2 inh | HEK293 tox | HEK293 viab | SNCA expr inhib | IP6K1 inhibitor | NIH3T3 tox
COc1ncccc1CN1CCCC12Cc1ccccc1CNC2=O (stereo not given) | . | i | ? | -12% | -29% | -6 | -25%
CC(C)N1C(=O)C2(CCCC2)C1C(=O)N1CCN(Cc2ccccc2)CC1 (stereo not given) | 6% | i | -2% | 6% | 3% | -17 | i
O=C(Cn1nc2c(cc1=O)CCCCC2)NCC1(Cc2nnc3ccccn23)CCCCC1 | 24% | -11% | 11% | -2% | 2% | 11 | i
COc1ccc(-c2cn3nc(N4CCCC(C(=O)Nc5cccc(Cl)c5C)C4)sc3n2)cc1 (stereo not given) | . | . | . | 1% | 52%[activator] | -12 | .
Cc1ccc(C(CC(=O)Nc2ccc(C)cc2C)N2Cc3ccccc3C2=O)cc1 (stereo not given) | . | . | . | -22% | ? | -21 | .
Cn1ncc2c(C(=O)NCc3ccccn3)cc(-c3ccsc3)nc21 | . | i | ? | -3%[87.6 µM] | 6%[87.6 µM] | -9 | ?
Cc1c(Cl)cccc1NC(=O)c1cnc(-c2ccccc2)nc1-c1ccncc1 | 0% | i | ? | -13% | 1% | 28 | 35µM*
COc1ccc(OC(=O)c2nc(SCc3ccc(F)cc3)ncc2Cl)cc1 | . | . | . | 3% | -8% | -19 | .
CCc1nn(CCCC(=O)NC(C)c2ccccc2)c(=O)c2cc3occc3n12 (stereo not given) | . | . | . | -2% | 55% | -10 | .
Cc1nn(C)c(C)c1CCC(=O)N[C@@H]1CN(c2ccncn2)C[C@H]1CN(C)C | -4% | i | -12% | 2% | -21% | 7 | -14%
CN1CC2(CCN(C(=O)CC3CCCCC3)CC2)CC1C(=O)N1CCOCC1 (stereo not given) | 2% | i | -9% | -4% | ? | 15 | -3%
C[C@@H](NC(=O)N1CCC(n2cc(CO)nn2)CC1)c1ccc(F)cc1 | 6% | -2% | -19% | 1% | 2% | 6 | -16%
COc1ccc(NC(=O)/C=C/c2ccc(Cl)cc2)cc1 | . | ? | . | -3% | 35%[activator] | . | .
Cc1ccccc1OCC(=O)NC1CCN(c2cc(-c3ccccc3)[nH]n2)CC1 | -11% | 1% | 25µM* | -28% | ? | 15 | ?
COc1ccc(CN2C[C@@H](CN3CCCCC3)[C@@H](CO)C2)cc1O | 3% | -12%[11.5 µM] | -26% | -24% | -25% | 10 | 0%
O=C(O)C1CCc2sc(C(=O)N3CCCC3)cc2C1 (stereo not given) | -23% | i | -9% | 8% | 84%[activator] | -3 | ?
Cc1cccc(NC(=O)CC2=C3CCCCC3N(C)C2=O)c1 (stereo not given) | -27% | i | 4% | -18% | 43%[activator] | 5 | -5%
O=C(NCc1cc(F)ccc1F)C1CN(S(=O)(=O)c2cccnc2)CC12CCCCC2 (stereo not given) | -4% | -11% | -25% | -9% | 6% | 16 | -19%
O=C(NC1CCCCC1)c1ccc2c(c1)N(Cc1ccccc1Cl)C(=O)c1ccccc1S2 | . | . | . | -3% | 9% | -7 | .
O=C(c1cnccn1)N1CC(F)(F)C[C@H]1c1nc(-c2ccccc2)no1 | -5% | -7% | -7% | 2% | 0% | -9 | -27%
O=C(c1cc(F)ccc1Cl)N1CCC(Cc2nc(-c3ccccc3)no2)CC1 | -10% | i | 50µM* | 6% | 17% | 12 | ?
COc1cccc(CNC(=O)Cn2ccc3cc(S(=O)(=O)N4CCCC4)ccc32)c1OC | . | . | . | -12% | 24% | -3 | .
CN1C[C@@H](NC(=O)c2ccc3ccccc3c2)C[C@H]1c1nc(-c2ccc3c(c2)OCO3)no1 | 8% | -2% | ? | -9% | 180%[activator] | -2 | -20%
COc1cc(NC(=O)CC[C@H]2NC(=O)c3ccccc3NC2=O)ccc1-n1nc(C)cc1C | 0% | -11% | 7% | -16% | 0% | 19 | i
O=C(NC1CCCCC1)N1CCC(c2noc(-c3ccccn3)n2)C1 (stereo not given) | 10% | -12% | -9% | 8% | 8% | 2 | -5%
SMILES | FLuc inh | GPT2 inh | HEK293 tox | HEK293 viab | SNCA expr inhib | IP6K1 inhibitor | NIH3T3 tox
Cc1cnc(C(=O)N[C@@H]2CCC[C@@H]2C(=O)N2CCN(C(C)C)CC2)cn1 | -4% | -21% | -7% | 5% | -17% | 7 | -7%
C=Cc1ccc(Cn2c(C)c(CNCc3cccc(Br)c3)c(C(=O)O)c2C)cc1 | . | . | . | -1% | 12% | -23 | .
COc1ccc(-c2cc(N3CCCN(C(=O)c4cccc(Cl)c4)CC3)n[nH]2)cc1 | -9% | ? | ? | -4% | ? | -4 | ?
O=C(NCc1cccs1)c1nc2sccn2c1-c1cccnc1 | . | -19%[88.5 µM] | -30%[172 µM] | -9%[87.6 µM] | 34%[activator][87.6 µM] | 10 | ?
CCCNc1ccc2nnc(C)n2n1 | -6% | i | 1% | 0% | 0% | -9 | -11%
COc1ccc(OC)c(CN2CC[C@@H]3OCC(=O)N(Cc4ccccc4)[C@H]3CC2)c1 | 1%[172 µM] | -14%[88.5 µM] | ? | 2%[87.6 µM] | -8%[87.6 µM] | 1 | ?
COc1cc(NC(=O)CCNC(=O)Cn2cnc3ccccc3c2=O)cc(OC)c1OC | . | . | . | -1% | 38%[activator] | 22 | .

Compound activity: PubChem BioAssay, National Center for Advancing Translational Sciences (NCATS)
